TbPYK inhibitor: T. brucei pyruvate kinase inhibition; AID 624173; Potency, µM (titrated, usually from 76.8 µM), inactives show top-dose activity, negative = inhibition, usual class: inhibitors; Q57TT1; 0.12% of 410,000 active; TbPYK enzyme, Kinase-Glo Plus ATP luminescence, 45 min; active means well fitted inhibition curve with a large enough effect; further: nearly all actives have a fitted effect of over 50% in size
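Assay buffer: 50 mM TEA pH 7.2, 100 mM KCl, 10 mM MgCl2, 0.05% BSA, 0.01% Tween-20. Pyruvate kinase from T. brucei plus substrate met compound, then ADP (130 uM final). Luminescence was read post 45 min RT.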
The depositor's hits bear a star; [ ] = dose if it differs, or a comment. On the % scale 0 is the no-effect control and ±100 the full control effect; potency means the concentration at half of the fitted maximal effect. These rows are one share of the data; the hit share may differ from the screen's.

A first look (three entries):
SMILES	TbPYK inhibitor
Cc1cccc(CCNC(=O)c2ccc3c(c2)N(Cc2ccccc2F)C(=O)c2ccccc2S3)c1	0%
Cn1c(=O)c2c(ncn2CC(=O)Nc2cccc(Cl)c2Cl)n(C)c1=O	5%
Cc1ccc(CNC(=O)CCCc2nnc3n(CC(C)C)c(=O)c4sccc4n23)cc1	-2%

This part in full, from the first entry:
SMILES	TbPYK inhibitor
Cc1cccc(CCNC(=O)c2ccc3c(c2)N(Cc2ccccc2F)C(=O)c2ccccc2S3)c1	0%
Cn1c(=O)c2c(ncn2CC(=O)Nc2cccc(Cl)c2Cl)n(C)c1=O	5%
Cc1ccc(CNC(=O)CCCc2nnc3n(CC(C)C)c(=O)c4sccc4n23)cc1	-2%
CN(C(=O)CSc1nc2ccc(NC(=O)COc3ccc(F)cc3)cc2s1)c1ccccc1	4%
CCc1cccc(NC(=O)CN2C(=O)CN=C(c3ccccc3F)c3cc(Cl)ccc32)c1	7%
CC(C)c1ccc(CC(=O)N2CCC2(C)C(=O)NCc2cccc3ccccc23)cc1 (stereo unspecified)	-9%
Cc1oc2c(C)c3oc(=O)c(CC(=O)N4CCCCC4)c(C)c3cc2c1C	1%
CCCCOCCCNC(=O)C[C@@H]1C[C@@]2(C(=O)OCC)CCCC=C2N(Cc2ccco2)C1=O	-3%
COc1ccc(-c2ccc(C(=O)NCc3ccc(C(F)(F)F)cc3)c3occc23)c(C)c1	6%
CC(C)Sc1ncc(Cl)c(C(=O)Nc2ccc(S(=O)(=O)N3CCCCC3)cc2)n1	3%
O=C(NCCCN1CCN(c2ccc(F)cc2)CC1)c1sc2ncccc2c1-n1cccc1	3%
CCC(=O)N1CCCc2cc(S(=O)(=O)N3CCC(C(=O)Nc4ccccc4CC)CC3)ccc21	-1%
COc1ccccc1CN1C(=O)C(C)ON=C1c1ccccc1F (stereo unspecified)	-11%
O=C(NCc1ccccc1)c1cc(C2CCCCN2S(=O)(=O)c2cccs2)on1 (stereo unspecified)	-6%
CCCCn1c(=O)nc2n(-c3ccc(Br)cc3)c3ccccc3cc-2c1=O	2%
CCCc1c(-c2ccccc2F)ncn1CCc1ccccc1OC	-6%
COc1ccc(-c2cc(C(=O)Oc3cccc(C)c3C)c3ccccc3n2)cc1	-2%
NC(COCc1ccccc1)c1csc(Nc2ccccn2)n1 (stereo unspecified)	-7%
COc1ccccc1CN1CC2(CCN(S(=O)(=O)c3ccccc3)CC2)C1	1%
CCN(CC)C(=O)C1=C(C)Nc2nc3ccccc3n2C1c1cccc(Cl)c1 (stereo unspecified)	0%
CCNC(=O)C1(C)CCCN(Cc2noc(-c3ccccc3OC)n2)C1 (stereo unspecified)	0%
Cc1ccc2nc(-c3cccs3)c(Nc3c(C)cccc3C)n2c1	-3%
CCCCN(CCCC)CCNC(=O)c1cc(=O)[nH]c2ccc(S(=O)(=O)N3CCCCCC3)cc12	4%
Cc1cccc(NC(=O)c2sc3nc(-c4ccccc4)cn3c2C)c1C	2%
Cc1ccc(S(=O)(=O)Nc2ccc3nc(-c4cccc(Cl)c4)oc3c2)cc1	6%

Grouped by structure: the compounds so far containing an aryl thioether with sulfur outside any ring
SMILES	TbPYK inhibitor
CN(C(=O)CSc1nc2ccc(NC(=O)COc3ccc(F)cc3)cc2s1)c1ccccc1	4%
CC(C)Sc1ncc(Cl)c(C(=O)Nc2ccc(S(=O)(=O)N3CCCCC3)cc2)n1	3%

Going on with the list.
SMILES	TbPYK inhibitor
CC1=C(C(=O)N(C(C)C)C(C)C)CC(CC(=O)NC(c2ccccc2)c2ccccc2)C(=O)N1CCC1=CCCCC1 (stereo unspecified)	2%
CC(C)C(=O)N1CCC1(C)C(=O)NS(=O)(=O)c1cccs1 (stereo unspecified)	7%
O=C(NCc1ccc(F)cc1)C1CCCCN1S(=O)(=O)c1ccc(F)cc1 (stereo unspecified)	3%
O=C(Nc1ccc(/C=C/c2ccc(NC(=O)c3cc(S(=O)(=O)O)c4cccnc4c3O)cc2S(=O)(=O)O)c(S(=O)(=O)O)c1)c1cc(S(=O)(=O)O)c2cccnc2c1O	10%
CCC(C)(C)NC(=O)C1CCN(S(=O)(=O)c2ccc3c(c2)CCCN3C(C)=O)CC1	2%
O=C1C2C3C=CC(CC3)C2C(=O)N1c1ccc(Br)cc1 (stereo unspecified)	-7%
Cc1cc2c(=O)cc(-c3ccccc3)oc2c(C(=O)O)c1C	0%
Cc1ccc2c(c1)-c1onc(C(=O)N3CCN(c4cc(C)ccc4C)CC3)c1CO2	5%
CC(C)CCN1C(=O)c2ccccc2C1c1nnnn1C(C)C (stereo unspecified)	0%
Cc1nn(C)c2c1c(C(F)(F)F)cc(=O)n2C(C)C(=O)NCc1ccccc1Cl (stereo unspecified)	-3%
CCCCC1Cc2[nH]c(=S)[nH]c(=O)c2C(c2ccc(C(C)C)cc2)O1 (stereo unspecified)	0%
Cc1ccc(C)c(NC(=O)CSc2nnc(-c3cc4occc4n3C)n2-c2ccccc2C)c1	-3%
CCOC(=O)c1c(S(=O)(=O)NCC(=O)N2CCN(c3cccc(Cl)c3)CC2)c(C)n(C)c1C	1%
CN(C)S(=O)(=O)c1ccc2c(c1)N(CC(=O)N1CCN(c3ccccc3F)CC1)CCS2	5%
CCCCNC(=O)c1[nH]c(=O)cnc1-c1ccccc1	13%
CCOc1ccc(OCC)c(NC(=O)c2nnn(CC(=O)Nc3ccc(C)cc3C)c2N)c1	1%
O=C(NCc1ccc(Cl)c(Cl)c1)c1cc(C2CCCCN2C(=O)c2ccccn2)on1 (stereo unspecified)	5%
N#C/C(=C/c1ccc(Cl)cc1Cl)c1nc2ccccc2c(=O)[nH]1	-1%
CCc1cc2c(SCC(=O)N3CCN(C(=O)c4cccs4)CC3)ncnc2s1	7%
COc1ccccc1CNC(=O)c1ccc2c(c1)CCN2S(=O)(=O)c1ccccc1	4%
CCc1ccc(C(=O)COC(=O)C(NC(=O)C2CCC(C)CC2)C(C)C)cc1 (stereo unspecified)	2%
COc1ccccc1N1CCN(c2cc(C)nc3c(-c4ccc(Cl)cc4)c(C)nn23)CC1	3%
Cc1ccc(-c2nc(C)c(CCNC(=O)c3ccccc3Br)s2)cc1	-9%
COc1ccc(-c2cc(C(C)=O)c(C)n2CCC(=O)NCc2ccccc2OC)cc1	-8%[15.4 µM]
COC(=O)N1CCC2(CCN(CC(C)C)CC2)CC1	5%

Copied from above, two compounds:
SMILES	TbPYK inhibitor
CC1=C(C(=O)N(C(C)C)C(C)C)CC(CC(=O)NC(c2ccccc2)c2ccccc2)C(=O)N1CCC1=CCCCC1 (stereo unspecified)	2%
CC(C)C(=O)N1CCC1(C)C(=O)NS(=O)(=O)c1cccs1 (stereo unspecified)	7%

Carrying on:
SMILES	TbPYK inhibitor
COc1cc(OC)c(OC)cc1C=Cc1ccc2ccccc2n1	-5%
C[n+]1cccc(NC(=O)c2ccccc2)c1	5%
CCCc1cnc2c(c1SCC(=O)Nc1ccccc1F)c(=O)n(C)c(=O)n2C	-14%
CCc1cccc(C)c1Nc1c(-c2ccc(N(C)C)cc2)nc2cnccn12	-12%
CCOC(=O)c1cc(-c2ccccc2)n(CCCC(=O)Nc2cccc(C)c2C)c1C	8%[15.4 µM]
CCc1ccc(NC(=O)N2CCOc3ccc(Cl)cc32)cc1	7%
Cc1ccccc1-c1cnc(C(O)c2ccc(Cl)cc2C)[nH]1 (stereo unspecified)	-4%
CC(Oc1ccc(Cl)cc1)C(=O)Nc1cccc(S(=O)(=O)N2CCCC2)c1 (stereo unspecified)	7%
CCn1cc(C(=O)NCc2ccc(C)cc2)c(=O)c2cc(S(=O)(=O)N3CCc4ccccc4C3)ccc21	1%
COc1cccc(NC(=O)C2CCCN(S(=O)(=O)c3cn(C(C)C)cn3)C2)c1 (stereo unspecified)	4%
CCC(=O)N1c2ccccc2CC1C(=O)NCc1cccc(C)c1 (stereo unspecified)	-1%
C[C@H](CO)N1C[C@H](C)[C@@H](CN(C)S(=O)(=O)c2cn(C)cn2)Oc2cc(Br)ccc2S1(=O)=O	-10%
Cc1ccc(C)c(N2CCN(CCCNC(=O)c3cnn(-c4ccc(F)cc4)c3C3CCN(C(=O)OC(C)(C)C)CC3)CC2)c1	2%
O=C(Nc1ccc(F)cc1F)c1cc(S(=O)(=O)N2CCCCC2)c[nH]1	4%
Cc1cc(=O)[nH]c2nnc(SCC(=O)Nc3ccc(OC(F)(F)F)cc3)n12	3%
CCN(CC)CCOC(=O)c1ccc(NC(=O)CSc2cc(=O)n(CC)c3ccccc23)cc1	4%
Cc1cc(C)c(NC(=O)Cn2c(=O)n(Cc3ccc4c(c3)OCO4)c(=O)c3ccc(C(=O)NC4CCCCC4)cc32)c(C)c1	-9%
CC(C)(C)c1ccc(CC(=O)N2CCC2(C)C(=O)NS(=O)(=O)c2ccc(F)cc2F)cc1 (stereo unspecified)	2%
CCCCCC(=O)N1C[C@H](O)[C@@H](n2cc(-c3ccc(F)cc3)nn2)C[C@@H]1c1ccccc1	4%
OC[C@@H]1CN(Cc2ccccc2)C[C@H](n2cnc3c(NCc4ccco4)ncnc32)O1	-14%
C=Cc1ccc(Cn2c(C)c(C(=O)NCc3ccc(C#N)cc3)sc2=O)cc1	-2%
O=C(OCc1ccccc1)N1CCC2CC1c1ccc(N3CCNCC3)cc12 (stereo unspecified)	-11%
Cc1ccccc1-n1c2nc(=O)[nH]c(=O)c-2cc2c(Cl)cccc21	2%
Cc1ccc(C(C)C)c(OCC(=O)Nc2ccc(S(=O)(=O)Nc3onc(C)c3C)cc2)c1	-11%
CCOC(=O)c1cc2ccccc2n1C1CCN(Cc2ccccc2)CC1	0%
The listing continues:
SMILES	TbPYK inhibitor
CCOC(=O)c1ccc(NC(=O)c2ccc3c(c2)c(C)c(C)n3Cc2ccc(F)cc2)cc1	-8%[15.4 µM]
COc1cccc(N2C(=O)C(CC(=O)Nc3cccc(F)c3)N(C3CCCC3)C2=O)c1 (stereo unspecified)	-1%
CC1Cc2cc(S(=O)(=O)NCCc3ccc(Cl)cc3)ccc2N1C(=O)C1CCC1 (stereo unspecified)	1%
CCOC(=O)c1csc(-c2ccc(COC(=O)c3ccccc3)o2)n1	-3%
CCN(C(=O)CSc1nc2ccccc2n1Cc1ccc(F)cc1Cl)c1ccccc1	-3%
COc1ccc(CN2C(=O)c3ccccc3C2c2nnnn2C(C)C)cc1 (stereo unspecified)	-9%
COc1ccccc1OCCCn1c(C2CC(=O)N(c3ccc(F)cc3)C2)nc2ccccc21 (stereo unspecified)	-6%
COc1ncc2ncc(=O)n(C)c2n1	6%
CCOc1cc(C=NNC(=O)N(c2ccccc2)c2ccccc2)ccc1O	-6%
CCOc1ccc(C(=O)Nc2nc(-c3ccc(Br)cc3)ns2)cc1	15%
Cc1ccc(C)c(S(=O)(=O)c2nnn3c2nc(NCc2ccc4c(c2)OCO4)c2sccc23)c1	-7%
O=C(CCn1c(=O)c2cccn2c2cccnc21)NCc1ccccc1F	-5%
COc1ccc(NS(=O)(=O)c2ccc3[nH]c4c(c3c2)CCCC4)cc1OC	-7%
CC1(C(=O)Nc2ccc(Cl)c(Cl)c2)CCN1C(=O)CC1CCCC1 (stereo unspecified)	3%
Cc1ccc(CNC(=O)C2CCCN(S(=O)(=O)c3cccc4nsnc34)C2)cc1 (stereo unspecified)	5%
CCOC(=O)C1=CCN(S(=O)(=O)c2ccccc2F)C1c1ccccc1 (stereo unspecified)	-5%
Cc1ccccc1Cn1c(CCCNC(=O)C2CCCCC2)nc2ccccc21	4%
COc1cccc(-c2cnc(C(O)c3c(C)cccc3C)[nH]2)c1 (stereo unspecified)	0%
O=c1c2oc3ccccc3c2n(Cc2cccc(C(F)(F)F)c2)c(=O)n1Cc1ccc2c(c1)OCO2	7%
Cc1c(Cl)ccc2sc(N3CCN(C(=O)c4ccco4)CC3)nc12	-5%
O=C(Nc1cccc(C(F)(F)F)c1)c1cccc2c(-c3cccnc3)coc12	5%
C[C@@H](c1ccccc1)N1C[C@@H](COCc2ccccc2)Oc2cc(N3CC[C@@H](O)C3)ccc2S1(=O)=O	-1%
Cc1ccc(Cl)cc1N(C)C(=O)c1noc2c1CCCCC2	-7%
CCOC(=O)c1c(S(=O)(=O)N2CCN(c3ccccc3OC)CC2)c(C)n(C)c1C	-1%
COCCN1C(=O)CCC1(C)c1nnnn1Cc1ccccc1 (stereo unspecified)	-2%

A different layout for some results above:
SMILES,TbPYK inhibitor
O=C(NCc1ccc(Cl)c(Cl)c1)c1cc(C2CCCCN2C(=O)c2ccccn2)on1 (stereo unspecified),5%
N#C/C(=C/c1ccc(Cl)cc1Cl)c1nc2ccccc2c(=O)[nH]1,-1%
CCc1cc2c(SCC(=O)N3CCN(C(=O)c4cccs4)CC3)ncnc2s1,7%

Following part.
SMILES	TbPYK inhibitor
CCOC(=O)c1cc2c(=O)n3ccccc3nc2n(C(C)C)c1=NC(=O)c1cc2ccccc2o1	5%
COc1ccc(C(CC(=O)Nc2ccc(Br)cn2)N2Cc3ccccc3C2=O)cc1 (stereo unspecified)	-3%
COC(=O)c1cc(NC(=O)Cn2nc(-c3ccc(C)c(C)c3)ccc2=O)cc(C(=O)OC)c1	-2%
CN(C)c1ccc(C(=N)Cc2ccc3ccccc3n2)cc1	4%
Cc1ccc([C@@]2(OC(=O)c3ccccc3)C(=O)N(C(=O)OC(C)(C)C)c3ccccc32)cc1	4%
COC(=O)c1c(SCC(=O)Nc2cc(F)ccc2F)[nH]c2ccc(C)cc2c1=O	0%
COc1ccc(C(C)(NC(C)=O)c2nc(-c3cccc(NC(C)=O)c3)cs2)cc1 (stereo unspecified)	-6%
CCCOc1ccc(/C=C/C(=O)N2CCN(C(=O)c3ccco3)CC2)cc1OC	0%
COc1ccc(OC)c(C(O)c2ncc(-c3ccccc3Cl)[nH]2)c1 (stereo unspecified)	-2%
O=C(CCS(=O)(=O)c1nc(-c2ccc3c(c2)OCO3)cc(C(F)(F)F)n1)Nc1ccc(Br)cc1	-2%
